High-throughput results: PubChem, Broad Institute
CFTR F508del cor: CFTR F508del correction in bronchial cells. CFBE cells, YFP halide quenching; stimulated with forskolin plus potentiator P3; % fluorescence drop versus neutral controls. activity (quench increase), % at 7.58 µM. 0.36% of 350,000 active. AID 720511;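 active = mean added fluorescence quench of at least 8% versus neutral control, with both replicates also reaching 8%; inconclusive = only one of the mean or replicate conditions met; inactive = mean below 8% and not both replicates reaching 8%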;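 note: cells transiently co-express mutant CFTR-F508del with the halide-sensitive YFP; corrector assay measuring rescue of mutant channel to the surface after 24 h compound exposure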
PAX8 reporter: PAX8 transcriptional activity inhibition; 1.2% of 360,000 active; RMG-I TPO-luciferase reporter, SteadyGlo, 24 h; inhibition, % at 12.6 µM; AID 652154;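 active = mean replicate inhibition at least 60% with every replicate also reaching 60%; inconclusive = only one of the two criteria is met; inactive = mean below 60% and not all replicates reaching 60%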;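 note: luciferase light reporting Pax8 driven TPO promoter activity; plate controls were median of neutral control wells for no effect and mitoxantrone controls for full effect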
ERp5 inh: inhibitors of human ERp5 | Q15084 | ERp5 insulin aggregation, absorbance 650 nm, 90 min | inhibition, % at 9.99 µM | 0.05% of 350,000 active | AID 651711;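 active = mean replicate inhibition above about 25%, with every replicate also reaching it, limit read from the data, passing the limit was not always enough; inconclusive = only one of those two criteria met; inactive = neither criterion met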
Target sequence (Q15084 whole entry, looked up): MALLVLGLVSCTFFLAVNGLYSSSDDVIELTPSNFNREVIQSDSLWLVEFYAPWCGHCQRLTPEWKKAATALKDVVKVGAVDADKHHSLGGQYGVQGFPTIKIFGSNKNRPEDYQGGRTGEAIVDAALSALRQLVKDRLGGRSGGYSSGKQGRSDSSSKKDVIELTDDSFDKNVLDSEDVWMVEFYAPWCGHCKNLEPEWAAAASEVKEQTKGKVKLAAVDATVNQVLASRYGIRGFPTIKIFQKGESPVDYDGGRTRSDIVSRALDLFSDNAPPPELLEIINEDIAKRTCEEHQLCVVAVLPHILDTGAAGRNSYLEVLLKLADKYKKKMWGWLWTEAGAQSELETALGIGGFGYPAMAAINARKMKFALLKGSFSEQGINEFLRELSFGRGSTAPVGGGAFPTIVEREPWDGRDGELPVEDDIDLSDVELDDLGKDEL
ARNT TACC3 PPI: disrupts binding between human ARNT and TACC3; AlphaScreen His-ARNT PAS-B/GST-TACC3 binding, luminescence; TACC3 fragment carries E629A point mutation; 0.66% of 390,000 active; AID 623870; inhibition, % at 9.99 µM;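 active = mean inhibition of replicates at least 50% and at least half of replicates each reaching 50%; inconclusive = half or more replicates reach 50% but mean below 50%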;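 note: 0% = complete ARNT plus TACC3 wells and 100% = ARNT alone without TACC3; many hits fall short of the cut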
Xi reactivation: X-chromosome reactivation activator | activation, % at 7.58 µM | 0.055% of 360,000 active | XiGFP mouse fibroblasts, % GFP-positive cells imaging, 3 d; cells co-treated with 5-aza-dC sensitizer; scaled so ellipticine positive control = 100%;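 active = mean normalized replicate activation at least 10% and every replicate at or above 10%; inconclusive = only one of the two criteria met; inactive = mean below 10% and not all replicates reach 10%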;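 note: 0% = median of on-plate neutral control wells and 100% = ellipticine 6 µM median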
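Material: XiGFP fibroblasts, SV40-immortalized. Buffer or medium: DMEM plus 5-aza-dC sensitizer. Compound: single concentration per compound, delivered by pin transfer. Times: 3 days compound exposure. Controls: ellipticine 6 µM.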
GSIS activator: primary screen for activators of insulin secretion dependent on glucose, INS-1E cells, GLuc reporter luminescence | AID 743287 | INS-1E GLuc reporter insulin secretion, 2-3 h | 0.61% of 370,000 active | activation, % at 16.6 µM;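 active = lowest replicate activation of at least 40%, so every replicate reaches that level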;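 note: 0% = median of neutral control wells and 100% = median of IBMX positive control wells; some compounds called inactive have numbers as strong as hits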
DENV2 CPE rescue: inhibitors of DENV2 cytopathic effect | AID 651640 | DENV2-infected cells, cytopathic effect rescue, plate reader | 1.7% of 350,000 active | CPE inhibition, % at 9.99 µM; in the data active = CPE inhibition above about 20%, passing the limit was not always enough; inconclusive = no clear call, values can overlap the other calls; tested in BHK-21 cells;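 note: 0% = median of neutral control wells and 100% = median of positive control wells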
EWS-Fli block: blocks EWS/Fli oncoprotein-driven transcription | A673 NR0B1-luciferase reporter, viability-normalised | inhibition, % at 12.6 µM | 0.67% of 350,000 active | AID 651661;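 active = mean inhibition of at least 50% after viability correction, with every replicate also passing that limit; inconclusive = mean reaches 50% but only one of two replicates passes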;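 note: firefly luciferase signal divided by Alamar Blue viability fluorescence both relative to DMSO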
* marks the source's active call; other numbers are inactive results; ? = inconclusive; · = not tested or not shown; & = joins results of further samples.

SMILES | CFTR F508del cor | PAX8 reporter | ERp5 inh | ARNT TACC3 PPI | Xi reactivation | GSIS activator | DENV2 CPE rescue | EWS-Fli block
COc1ccc(C(=O)NCCS(=O)(=O)NCc2ccc3c(c2)OCO3)cc1 | -0.5 | 2 | 6 | 2 | 0.4 | 10 | 2 | 0
C[C@@H]1CN([C@@H](C)CO)C(=O)c2cc(C#Cc3ccccc3F)cnc2O[C@H]1CN(C)S(=O)(=O)c1ccccc1F | -4.3 | · | 0 | -4 | 0.0 | 4 | 35* | -18
CCSc1nnc(-c2ccccc2N=Cc2c(C)[nH]n(-c3ccccc3)c2=O)c(=O)[nH]1 | · | -35 | 7 | 7 | 0.2 | -31 | -3 | 5
O=C(N[C@H]1C/C=C\C(c2ccc(F)cc2)N(Cc2ccccc2)C(=O)C1)OCC1c2ccccc2-c2ccccc21 (stereo partly drawn) | -0.7 | 6 | 8 | 1 | -0.1 | -29 | 3 | 0
CCCC#Cc1ccc2c(c1)O[C@H](CN(C)C(=O)CC1CC1)[C@H](C)CN([C@@H](C)CO)S2(=O)=O | 0.4&-2.6&-1.8 | -10 | -2&-1&-2 | -1&-2 | 0.1&0.0 | -8&-1 | -5&-8&0 | 4&4&8
CN1CCN(C(=O)c2cc3c(c(-c4cccc(C5=CCCC5)c4)n2)[C@H](CCO)N([S@@](=O)C(C)(C)C)C3)CC1 | -7.0 | -17 | -3 | 13 | 0.2 | 3 | -2 | -12
Cc1c(C=NNC(=O)c2ccc(Br)cc2)c2ccccn2c1C(=O)c1ccncc1 | 0.4 | -3 | 7 | -8 | 0.1 | 12 | -4 | -8
COc1ccc(-n2c(SCC(=O)O)nnc2-c2ccc(NC(=O)c3ccccc3)cc2)cc1 | 0.5 | -5 | 0 | -1 | 0.0 | 23 | 3 | 3
COc1ccc(OC)c(CNCc2ccc3c(c2)OCO3)c1 | 0.5 | 15 | -1 | -6 | 0.1 | 4 | 3 | 3
C[C@@H]1CN([C@H](C)CO)C(=O)CCCn2cc(nn2)CO[C@H]1CN(C)Cc1ccccc1 | 2.1 | · | 5 | 1 | 0.0 | 10 | 3 | -3
O=C(Nc1cccc([N+](=O)[O-])c1)Nc1cccc([N+](=O)[O-])c1 | · | -5 | 3 | -1 | -0.1 | -8 | 0 | 15
COc1ccccc1C(=O)C1CCCN(Cc2cn[nH]c2C2CCCCC2)C1 (stereo not drawn) | -1.4 | 4 | 0 | · | 0.0 | -5 | 3 | 12
COc1ccc(NC(=O)N(C)C[C@H]2OCc3ccccc3-c3ccccc3C(=O)N([C@H](C)CO)C[C@@H]2C)c(OC)c1 | -2.6 | · | -6 | 5 | 0.2 | 7 | -3 | -1
C[C@@H]1CN([C@@H](C)CO)S(=O)(=O)c2ccc(-c3cccnc3)cc2O[C@H]1CN(C)C(=O)CN(C)C | -1.5 | · | -7 | 1 | -0.9 | 36 | -11 | -7
COc1cc(/C=C/c2nc3ccccc3s2)cc(OC)c1O | -1.2 | -96 | -4 | -5 | 0.0 | 6 | -5 | -2
COc1ccc(NC(=O)CN(C)C(=O)c2cn(-c3ccccc3)nc2-c2cccs2)cc1 | -1.2 | 0 | -1 | 3 | 0.1 | -21 | 9 | -4
O=C(N[C@H]1CC[C@@H](CCNS(=O)(=O)c2cccc(Cl)c2)O[C@@H]1CO)c1ccncc1 | 0.5 | -15 | -2 | -24 | 0.3 | 15 | -8 | -2
O=C(OCC(=O)N(CCc1ccccc1)Cc1ccccc1)c1ccccc1NCCO | -1.0 | -19 | 5 | -7 | 0.0 | -2 | -8 | ·
C[C@@H]1CN([C@@H](C)CO)C(=O)Cc2cc(N(C)C)ccc2O[C@@H]1CN(C)Cc1ccc(Oc2ccccc2)cc1 | -1.9 | ? | -4 | 25 | 0.6 | 10 | 2 | -8
COC(=O)c1ccccc1Oc1cc(C(F)(F)F)nc(-c2ccccn2)n1 | -0.2 | -23 | -1 | 6 | 0.7 | 7 | -1 | 10
COc1ccc(C2CC(c3ccccc3)=NN2c2ccc(S(N)(=O)=O)cc2)cc1 (stereo not drawn) | 3.0 | 10 | 1 | -37 | -0.4 | -5 | 6 | 8
O=C(NCC(c1cccs1)N1CCOCC1)c1ccccc1NS(=O)(=O)c1cccc([N+](=O)[O-])c1 (stereo not drawn) | -3.5 | 16 | 2 | 2 | 0.0 | -30 | 1 | -4
O=C(OCc1ccc(O)cc1)c1c(-c2ccsc2)oc2ccc(N3CCOCC3)cc12 | 7.1 | 13 | -5 | -8 | 0.0 | 0 | 7 | -12
CCCNC(=O)N1C[C@H](O)COC[C@H]2O[C@H](CC(=O)N3CCC(Cc4ccccc4)CC3)CC[C@@H]21 | -1.1 | -3 | -1 | 0 | 0.0 | -2 | 7 | 18
COc1ccc2c3c([nH]c2c1)[C@@H](CO)N(Cc1cccc(F)c1)CC31CN(C(C)=O)C1 | 0.0 | -2 | 7 | · | 0.0 | 15 | 6 | 11
CO[C@H]1CN(C)C(=O)c2cc(NC(=O)c3cnccn3)ccc2OC[C@@H](C)N(CC2CC2)C[C@@H]1C | 0.7 | · | · | · | 0.1 | 12 | 27* | -7
Cc1ccc(S(=O)(=O)N(C)C[C@H]2Oc3ccc(NC(=O)Cc4ccccc4)cc3C(=O)N([C@H](C)CO)C[C@H]2C)cc1 | 1.5 | 10 | 0 | -4 | -0.9 | -2 | 4 | -4
O=C(CNC(=O)c1ccc(F)cc1)N/N=C/c1cc(Br)ccc1OC(=O)/C=C/c1ccco1 | 0.3 | 43 | -4 | -7 | 0.2 | -23 | -6 | 19
C[C@@H]1CN([C@H](C)CO)C(=O)CCCn2nncc2CO[C@H]1CN(C)C(=O)Nc1ccccc1F | -0.7 | -13 | -5 | -7 | 2.1 | 6 | 0 | 3
COc1cccc(NC(=O)CN(C)C(=O)c2ccc(NC(=O)CC3SC(N4CCCCC4)=NC3=O)cc2)c1 (stereo not drawn) | 0.4 | 1 | 5 | 1 | 0.0 | -18 | -4 | -7
COCC(=O)Nc1ccc2c(c1)C(=O)N(C)[C@H]1CC[C@@H](CC(=O)Nc3cn(C)nc3C)O[C@H]1CO2 | 2.7 | 1 | · | 5 | 0.2 | 5 | 0 | 1
CNC[C@@H]1Oc2ccc(NS(=O)(=O)c3ccccc3)cc2C(=O)N([C@@H](C)CO)C[C@@H]1C | -3.4 | -6 | 1 | -1 | 0.3 | 11 | 6 | 0
C[C@@H]1CN([C@H](C)CO)C(=O)Cc2cc(NC(=O)Nc3ccc(F)cc3)ccc2O[C@@H]1CN(C)S(=O)(=O)c1ccc(Cl)cc1 | -0.8 | 24 | 14 | 11 | 0.0 | -10 | -6 | 11
CCOc1cc(C(F)(F)F)cnc1/C(N)=N/O | 1.5 | -5 | 1 | 8 | 0.1 | 6 | ? | -1
O=C(Nc1cccc(Br)c1)c1ccc(CSc2ccccc2)cc1 | 0.8 | -42 | -3 | -3 | -0.1 | 13 | 0 | -28
CC(=O)N1N=C(c2ccccc2)CC1c1ccccc1[N+](=O)[O-] (stereo not drawn) | -1.4 | 12 | · | -6 | 0.3 | -4 | · | 6
N#Cc1ccc(-c2ccc(OCC(=O)Nc3cccnc3)cc2)cc1 | 1.0 | -13 | 1 | -1 | 0.5 | 49 | -17 | ·
C[C@@H]1CN([C@H](C)CO)C(=O)c2cc(NS(=O)(=O)c3cccs3)ccc2O[C@@H](C)CCCCO[C@@H]1CN(C)C(=O)CCC(F)(F)F | 1.9 | -7 | · | 1 | -0.1 | -16 | 31* | -9
CCOC(=O)c1sc2nc(C)nc(N3CCCCC3C)c2c1C (stereo not drawn) | -0.9 | 0 | -3 | -4 | 0.0 | 7 | 1 | 6
COc1cc(-c2noc(CCCC(=O)Nc3ccc(C(N)=O)cc3)n2)cc(OC)c1OC | 3.2 | -16 | -8 | · | 0.0 | · | 10 | 4

Looked up above:
Under CFTR F508del cor, Cc1ccc(S(=O)(=O)N(C)C[C@H]2Oc3ccc(NC(=O)Cc4ccccc4)cc3C(=O)N([C@H](C)CO)C[C@H]2C)cc1 reads 1.5
Under Xi reactivation, O=C(Nc1cccc(Br)c1)c1ccc(CSc2ccccc2)cc1 reads -0.1

Carrying on.
SMILES | CFTR F508del cor | PAX8 reporter | ERp5 inh | ARNT TACC3 PPI | Xi reactivation | GSIS activator | DENV2 CPE rescue | EWS-Fli block
Cc1cc(/C=N/NC(=O)c2ccccc2F)c(C)n1-c1ccccc1 | 2.2 | -86 | 2 | 1 | -0.1 | 10 | -1 | -42
O=C(c1cccc(S(=O)(=O)N2CCc3ccccc32)c1)N1CCN(CCO)CC1 | 0.5 | 11 | -3 | -2 | 0.0 | -3 | -6 | 6
O=C(C[C@@H]1C=C[C@@H](NC(=O)CCN2CCCCC2)[C@@H](CO)O1)Nc1nccs1 | -2.4 | -9 | 3 | 5 | 0.6 | 11 | 0 | -2
COc1cc(/C=N/NC(=O)c2cccnc2)cc(Br)c1O | -6.6 | -16 | 2 | 37 | 0.0 | 11 | 11 | -8
O=C(NC[C@@H]1N[C@@H](CO)[C@H]1c1ccc(C2=CCCCC2)cc1)c1ccc(F)cc1 | 2.0 | 48 | 0 | -6 | 0.4 | -8 | 52* | 3
Cc1ccc(S(=O)(=O)Nc2ccc3c(c2)C(=O)N([C@@H](C)CO)C[C@@H](C)[C@H](CN(C)Cc2ccc4c(c2)OCO4)O3)cc1 | 0.5 | 6 | -3 | -8 | -0.9 | 4 | -3 | -7
CCCS(=O)(=O)NC(=O)C1(C)CCCN(C(=O)c2oc3ccccc3c2C)C1 (stereo not drawn) | 1.2 | -11 | 4 | · | 0.4 | 13 | -7 | -2
Cc1nnc(SCC(=O)NC2CCCCC2)[nH]c1=O | 3.0 | -7 | 5 | 1 | -0.1 | -1 | -6 | -7
COc1ccc(NC(=O)N(C)C[C@@H]2Oc3ccc(NC(=O)Nc4ccc(F)cc4)cc3CC(=O)N([C@H](C)CO)C[C@H]2C)cc1 | 0.4 | · | 0 | -5 | 0.6 | 2 | -6 | -10
O=C(c1ccc([N+](=O)[O-])cc1)N1CCN(C(=O)c2ccco2)CC1 | 1.3 | -5 | -5 | -2 | -0.2 | -3 | 2 | -6
CCOc1ccc(-c2n[nH]c(=S)n2Cc2ccccc2)cc1 | -2.3 | 4 | 3 | -9 | 0.3 | 0 | -2 | 14
Cc1c(Cl)cnc(NC(=O)COC(=O)CCc2nc3ccccc3s2)c1Cl | 3.3 | 14 | -3 | 2 | 0.0 | 6 | -2 | -6
COc1ccc(Cn2nc(-c3ccccc3)c(N3CCCCC3)cc2=O)cc1 | 4.0 | 6 | -2 | 3 | 0.0 | -3 | 2 | -3
COC(=O)c1ccc(C2c3[nH]c4ccccc4c3C[C@H]3C(=O)N(C4CC4)CC(=O)N23)cc1 (stereo partly drawn) | 2.4 | 7 | 2 | · | 0.2 | · | 10 | 11
O=C(COC(=O)c1cc[n+]([O-])cc1)Nc1ccc([N+](=O)[O-])cc1C(F)(F)F | 1.1 | 13 | -1 | 1 | 0.0 | -9 | 2 | 11
C[C@H](CO)N1C[C@H](C)[C@H](CN(C)Cc2ccncc2)Oc2c(NS(=O)(=O)c3ccc(Cl)cc3)cccc2C1=O | -2.7 | 7 | 0 | -2 | 0.1 | -1 | ? | 7
